# Compound activity deposited in PubChem BioAssay by several laboratories.
# TLR9-MyD88 inh: inhibitors of human TLR9-MyD88 binding | Q9NR96+Q99836 | inhibition, % at 4.98 µM | hit rate 0.21% among 340,000 | CHO BLA complementation TLR9-MyD88, CCF4 FRET ratio | AID 504734;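 active = inhibition above the mean over all tested compounds plus 3 SD, cut at about 21% in these data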;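 note: 0% = DMSO only wells and 100% = clavulanate BLA inhibitor control wells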
# ABCB6 inh 2: inhibitors of human ABC transporter ABCB6 | fluorescence ratio to DMSO, % at 10 µM | K562-ABCB6 porphyrin accumulation, flow cytometry, 1 h; hits give low values | hit rate 0.19% among 360,000;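 active = fluorescence ratio to DMSO below 75%, the collection mean minus 3 SD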;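 note: signal is porphyrin accumulated inside mitochondria; 100% equals median channel fluorescence of DMSO control wells; lower ratio means ABCB6 inhibition with less porphyrin fluorescence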
# Target sequence (Q9NP58 whole entry, looked up): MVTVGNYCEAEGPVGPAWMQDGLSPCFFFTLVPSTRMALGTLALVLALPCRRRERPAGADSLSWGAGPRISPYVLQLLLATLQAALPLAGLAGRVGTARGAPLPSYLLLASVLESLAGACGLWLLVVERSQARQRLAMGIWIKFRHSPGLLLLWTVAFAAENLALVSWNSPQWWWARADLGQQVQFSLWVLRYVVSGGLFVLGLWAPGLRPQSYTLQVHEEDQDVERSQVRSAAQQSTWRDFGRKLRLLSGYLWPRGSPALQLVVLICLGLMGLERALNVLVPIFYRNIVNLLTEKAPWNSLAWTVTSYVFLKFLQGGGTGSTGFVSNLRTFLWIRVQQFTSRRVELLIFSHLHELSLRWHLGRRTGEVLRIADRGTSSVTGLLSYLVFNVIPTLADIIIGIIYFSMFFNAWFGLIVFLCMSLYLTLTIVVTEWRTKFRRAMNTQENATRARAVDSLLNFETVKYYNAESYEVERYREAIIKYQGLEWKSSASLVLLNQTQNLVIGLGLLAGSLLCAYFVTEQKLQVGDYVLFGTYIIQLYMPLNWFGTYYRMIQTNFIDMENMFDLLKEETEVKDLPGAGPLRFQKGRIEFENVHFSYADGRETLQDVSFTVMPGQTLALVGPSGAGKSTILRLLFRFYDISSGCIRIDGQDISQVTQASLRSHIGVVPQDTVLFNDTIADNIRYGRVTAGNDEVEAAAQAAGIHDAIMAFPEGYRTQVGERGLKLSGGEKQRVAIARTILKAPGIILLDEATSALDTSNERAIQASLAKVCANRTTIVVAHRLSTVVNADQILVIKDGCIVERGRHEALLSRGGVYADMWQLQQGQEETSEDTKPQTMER
# ABHD5-PLIN5 inh: inhibitors of human ABHD5-perilipin-5 interaction | Q00G26+Q8WTS1 | Split G. princeps luciferase complementation, luminescence, 4 h | inhibition, % at 4 µM | hit rate 0.78% among 360,000;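 active = inhibition above the mean inhibition across every tested compound plus 3 SD, cut at about 22% in these data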;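 note: 0% = DMSO only wells and the 100% control is not disclosed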
# HTR2A ag: agonists of mouse serotonin 5-HT2A receptor (HTR2A). CHO-K1 mHTR2A beta-arrestin complementation, luminescence; percent of 30 µM serotonin response. activation, % at 7.6 µM. hit rate 0.66% among 360,000. AID 624169;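 active = activation above a run cutoff, the mean activation of all tested compounds plus 3 SD, cut at about 14% in these data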;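 note: 0% = plate median of compound wells and 100% = 30 µM serotonin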
# NCOA2 inhibitor: human SRC2 (NCOA2) inhibition. Q15596. HEK293 GAL4-SRC2 luciferase reporter, luminescence. inhibition, % at 9 µM. hit rate 0.17% among 370,000;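 active = inhibition above the mean inhibition of all tested compounds plus 3 SD, set per campaign, cut at about 52% in these data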;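 note: 0% = DMSO treated cells and 100% = cells given Gossypol at 36 µM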
# NOD2 RIPK2 PPI: blocks binding of human NOD2 to RIPK2; hit rate 0.38% among 360,000; CHO BLA complementation NOD2-RIPK2, CCF4 ratio; O43353; AID 624267; inhibition, % at 4.98 µM; in the data active = inhibition above about 21%;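 note: 0% = vehicle only and 100% = reference blocker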
# MC4R ag barr: agonists of human melanocortin 4 receptor (MC4R) beta-arrestin; U2OS MC4R beta-arrestin complementation, luminescence; percent of melanotan II response, DMSO zero; P32245; activation, % at 8.9 µM; hit rate 0.98% among 360,000;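 active = activation above a per-plate cutoff, the mean activation of sample wells on that plate plus 3 SD, cut at about 8% in these data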
# N-glyco inh: blocks N-linked glycosylation in D54 reporter cells. reporter increase, % at 12.5 µM. D54 ERlucT glycosylation luciferase reporter, 24 h; percent of 100 nM tunicamycin response. hit rate 0.23% among 360,000;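 active = mean luciferase reporter signal, scaled so untreated is 0 and the glycosylation-blocking control 100, at or above a set limit in every replicate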;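 note: luciferase carries N-glycosylation sites so blocking glycosylation raises the light; 0% = median of neutral control wells and 100% = median of 100 nM tunicamycin wells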
# H9c2 protect: protects H9c2 cardiomyocytes from peroxide injury | protection from H2O2 cell death, % at 20 µM | AID 588492 | hit rate 0.63% among 360,000 | H2O2 injury protection, ATPLite, 2 h;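 active = compounds giving at least 50% protection of heart cells from peroxide-induced death in the single-dose screen, raw or plate-pattern-corrected value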;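 note: 0% = DMSO wells with peroxide and 100% = DMSO wells without peroxide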
# MC4R antag cAMP: blocks human MC4R cAMP signaling | P32245 | AID 540295 | hit rate 0.48% among 360,000 | MC4R-expressing cells, MTII-stimulated cAMP, LANCE TR-FRET | inhibition, % at 6.5 µM;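 active = inhibition above its plate's cutoff, the mean of tested wells on that plate plus 3 SD, cut at about 29% in these data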;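 note: 0% = Melanotan II alone and 100% = Melanotan II plus saturating MCL0020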
#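 Material: human MC4R-expressing U2OS cells. Probe or stimulus: Melanotan II challenge. Dosing: 6.5 µM single dose. Times: 30-min compound, 1-h challenge, 1-h detection, room temperature. Technique: TR-FRET with Eu-cAMP and labeled anti-cAMP, 671 nm. Replication: singlicate.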
# Active calls of the source: *; . = not tested or not shown. This is a subset; rates above refer to the full screens.
smiles	TLR9-MyD88 inh	ABCB6 inh 2	ABHD5-PLIN5 inh	HTR2A ag	NCOA2 inhibitor	NOD2 RIPK2 PPI	MC4R ag barr	N-glyco inh	H9c2 protect	MC4R antag cAMP
O=C(NCCc1ccccc1)c1ccc(NS(=O)(=O)c2ccc3[nH]c(=O)[nH]c3c2)cc1	4.7	103.0	-0.8	0.4	-68.4	-16.5	2.4	-1.0	5.0	2.9
COc1ccc(NC(=O)CN2CCN(c3ccc(F)cc3)CC2)cc1	-12.9	81.0	-2.5	-3.2	-7.9	-5.1	0.3	0.4	1.6	3.1
CNC(=O)C1CN(C(=O)c2cccc(S(=O)(=O)N3CCc4ccccc43)c2)c2ccccc2O1 (stereo not given)	2.3	98.0	-10.3	-6.2	15.9	-2.0	1.9	-4.1	5.1	5.1
O=C(c1ccc(S(=O)(=O)N2CCC(c3nc4ccccc4s3)CC2)cc1)N1CCOCC1	-8.7	105.0	6.7	-3.0	-27.0	2.6	0.8	-1.8	-0.6	9.3
COc1ccc(-n2c(-c3cc(-c4ccccc4)sc3N)n[nH]c2=S)cc1	4.2	99.0	-6.4	5.0	2.3	2.1	0.0	7.7	5.9	6.3
Cc1cccc(OCc2nnc(SCC(=O)Nc3ccc(N4CCOCC4)cc3)o2)c1	-11.5	93.0	-5.5	-3.9	-9.3	-0.9	2.1	1.2	-1.8	0.2
CCOc1ccc(S(=O)(=O)N2CCOCC2)cc1NC(=O)CSCc1ccc(C)cc1	3.1	93.0	0.7	-5.7	-20.7	-1.9	1.8	11.1	-11.2	-10.2
CCOc1ccc(N2C(=O)C3C4C=CC([C@H]5CC45)[C@@H]3C2=O)cc1 (stereo not given in full)	-7.4	96.0	-3.5	3.2	13.0	-5.9	0.4	2.1	-5.3	6.8
CC(C)(C)OC(=O)NCCc1nnc(SCc2ccccc2Cl)o1	-13.3	97.0	9.7	3.0	-17.0	1.0	1.5	-3.2	-2.1	-8.8
COc1cc(C2C(C(=O)c3cccs3)=C(O)C(=O)N2c2cc(C)on2)ccc1O (stereo not given)	5.4	80.0	-8.8	2.6	-1.7	-2.2	2.5	-0.8	-2.5	4.1
Cc1cc(C)n(-c2ccc(NC(=O)C3CCCCN3C(=O)c3ccc(C)s3)cc2)n1 (stereo not given)	0.2	98.0	4.6	-1.5	-27.2	-9.3	2.0	-0.8	3.4	-1.9
Cc1ccc(CS(=O)(=O)c2ncn[nH]2)cc1	-1.7	100.0	4.3	0.4	5.1	1.8	-3.7	0.2	-2.4	-3.1
Nc1cccn2c(-c3ccc(Cl)cc3)cnc12	3.0	129.0	3.3	-1.5	-88.4	5.3	-1.7	-5.0	1.0	21.7
CCNC(=S)NNC(=O)c1ccc2ncccc2c1	-2.2	99.0	-0.8	-0.7	-11.0	-6.2	-1.6	1.6	-6.4	-4.7
O=C1NC(=Nc2ccccc2)/C(=C/c2ccco2)S1	-6.9	102.0	-0.3	-1.1	-1.1	-13.6	-1.8	1.3	-1.2	-3.8
CCn1cc(C(=O)OCC(=O)NCc2ccc3c(c2)OCO3)c(=O)c2ccc(C)nc21	2.6	94.0	-5.4	3.0	11.9	-1.7	0.3	3.8	-1.9	6.5
Cc1cccc(N2CCN(c3nnc(C(F)(F)F)s3)CC2)c1	3.8	99.0	-2.6	-1.7	-28.5	-14.5	-1.0	-2.5	-3.4	16.0
COC(=O)[C@]12CCCCC=C1N(Cc1cccc3ccccc13)C(=O)[C@H](CC(=O)NCC13CC4CC(CC(C4)C1)C3)C2	.	99.0	5.2	1.1	-0.5	-9.0	.	.	.	.
Cc1cccc(-n2ccnc2CN2CCC(CO)(Cc3ccccc3)CC2)c1	4.7	98.0	6.3	4.2	17.2	-1.4	-1.1	1.9	1.9	26.4
Cc1nc2ccccc2c2c1C(=O)N(c1cccc(C(=O)O)c1)C2=O	14.5	100.0	-5.5	1.8	-0.2	-7.5	-1.6	-1.2	3.1	5.8
O=C(Cn1cnc([N+](=O)[O-])n1)N/N=C/c1ccc(O)cc1O	-2.7	108.0	2.1	-3.2	-24.1	-6.0	-2.4	4.1	27.0	0.0
Cc1ccc(S(=O)(=O)Nc2ccc3c(c2)nc(CCN2CCCC2)n3C)cc1	2.1	102.0	19.0	-5.9	-24.2	3.4	-0.7	-13.6	1.8	4.9
Cc1ccc(/C=N/n2c(C)nnc2C)s1	-12.3	99.0	-0.5	3.9	3.2	0.9	-2.3	4.0	0.2	-2.7
Cc1cc(C(=O)N2CCN(c3ccccc3Cl)CC2)c(C)o1	-6.8	104.0	19.4	-1.7	3.3	-7.1	-0.7	0.8	7.5	18.6
O=C(CC(=O)c1ccccc1)Nc1ccc(Cl)cc1	4.5	98.0	6.6	-4.2	-52.6	-8.1	-2.0	0.1	-4.0	1.2
Cc1oc2cc(O)ccc2c(=O)c1Oc1ccccc1Br	5.8	100.0	-1.2	1.4	-10.6	4.0	-0.6	1.4	-4.0	13.8
CN1CCN(CC#CC2(O)CCCCC2)CC1	-1.7	100.0	1.4	0.9	4.3	-4.8	-0.8	0.4	1.0	7.7
CCOc1ccc(S(=O)(=O)NCCC(=O)NCc2cccnc2)cc1	1.2	102.0	4.0	-7.9	-1.0	-2.6	-4.4	0.4	-3.7	0.6
Cc1nn2c(NCCN3CCOCC3)c3c(nc2c1-c1ccccc1)CCCC3	-3.8	100.0	8.5	-3.9	3.6	8.8	-2.2	0.4	2.8	18.1
O=C(CSc1nnc2ccc(-c3ccccn3)nn12)N1CCCC1	-3.2	95.0	-0.3	-2.8	-25.5	-3.2	-2.7	0.1	3.3	23.8
Cc1c(F)cccc1NS(=O)(=O)c1ccc(OCCNS(C)(=O)=O)cc1	-7.7	92.0	-6.0	-1.7	2.3	-14.2	0.7	-3.8	-0.1	2.8
O=C1c2ccccc2C(c2nnnn2-c2ccc3ccccc3c2)N1C1CC1 (stereo not given)	.	95.0	-0.5	-6.1	-25.2	-9.1	.	.	.	.
COCc1c(Br)c(C)nc(OCC(=O)N/N=C/c2cc(C)n(-c3ccc([N+](=O)[O-])cc3)c2C)c1C#N	-4.6	101.0	0.4	-3.5	0.8	-12.7	-2.5	-4.8	-11.5	9.1
O=C(COC(=O)CSc1nnc(-c2ccc(Cl)cc2)o1)Nc1cc(Cl)cc(Cl)c1	-3.5	84.0	-7.2	-2.2	-17.6	1.9	-1.1	2.4	-2.0	5.8
NC(=O)c1csc(-c2ccc(CO)o2)n1	.	83.0	0.2	2.0	-1.3	-3.4	.	0.8	-0.1	.
O=C(NCc1c(Cl)cccc1Cl)c1[nH]c(C(F)(F)F)nc1-c1ccccc1	.	91.0	7.9	1.5	-4.2	-6.8	.	-1.8	-3.4	.
Clc1cccc(-c2ccc(-c3nc4ccccn4c3NCc3ccccc3)cc2)c1	4.5	100.0	-5.4	-7.2	-54.5	19.8	1.1	-11.5	-16.0	-0.8
Cc1nc(C)c(C(=O)C2=C(O)C(=O)N(CCN(C)C)C2c2ccccc2)s1 (stereo not given)	-3.8	91.0	-0.3	4.2	-31.8	1.9	0.4	-1.4	1.0	-2.0
CCCN(CCC)C(=S)Nc1cc(C(=O)OC)ccc1C(=O)OC	-5.6	89.0	-6.7	3.0	15.3	4.0	-1.1	0.6	-6.5	-5.8
CCc1nc2ccc(C(=O)NCCN3CCNC3=O)cn2c1N(CC)Cc1cccc(Br)c1	.	90.0	9.9	1.0	3.5	4.5	-0.9	1.2	10.0	13.8
O=C(Cn1cc(C(F)(F)F)ccc1=O)Nc1ccc2c(c1)OCCO2	-41.9	99.0	6.4	-1.6	20.0	-3.8	-1.7	0.5	-1.7	-1.0
Cc1ccc(S(=O)(=O)c2cc(O)ccc2O)cc1C	-0.3	101.0	-1.9	-1.6	-1.0	1.1	-0.2	0.7	20.4	8.3
Cc1ccccc1CN1CCN(CC(=O)NCc2ccccc2)CC1	1.2	101.0	-0.6	5.5	-17.1	-5.1	0.0	1.6	-3.2	1.8
Cc1c(Cc2ccccc2)c(=O)[nH]c(=O)n1C	1.4	97.0	-5.1	-2.1	-1.9	-5.3	0.2	5.9	7.4	8.1
Cc1ccccc1C(N)c1ccncc1 (stereo not given)	1.3	98.0	-11.2	3.8	-7.8	-4.8	0.7	-0.4	-3.2	1.3
CC(C)CN(C(=O)COC(=O)Cc1c[nH]c2ccccc12)c1c(N)n(Cc2ccccc2)c(=O)[nH]c1=O	-6.5	104.0	5.8	-0.9	31.8	6.8	4.3	-0.4	7.6	4.9
COc1ccc(C(=O)C2CCCN(C(=O)Cn3ccc(C)n3)C2)cc1OC (stereo not given)	-5.8	95.0	-5.7	2.2	-19.3	-3.1	-3.3	-1.2	10.1	1.1
Brc1cccc(-c2nnc3sc(CN4CCC5(CC4)OCCO5)cn23)c1	-0.3	104.0	8.2	5.5	3.1	-11.5	0.8	-1.9	7.5	-0.5
COc1ccc(CCNC(=O)CNCC2CCCCC2)cc1OC	0.5	99.0	-2.2	2.8	-8.1	-2.1	-2.2	3.0	1.9	-8.2
C=CCC1(N(C(C)=O)c2ccccc2)CCCCC1	-6.9	96.0	-6.9	3.6	-10.6	4.9	-1.3	2.6	2.1	-3.3
COCc1cc(C)nc(OCC(=O)N/N=C/c2ccc(C)o2)c1C#N	-9.7	104.0	1.1	-0.1	-5.7	-3.7	1.1	-0.8	5.4	-7.6
COc1cc(OC)c(C=NNC(=S)NC23CC4CC(CC(C4)C2)C3)c(OC)c1	1.3	90.0	3.3	-2.5	1.2	6.7	-2.0	-0.9	-9.0	2.2
Cc1cccc(NC(=O)N(Cc2nc3ccccc3c(=O)[nH]2)C2CCCC2)c1	-7.6	85.0	2.2	3.6	-42.5	-2.5	-0.5	-2.4	19.3	10.1
Cn1c(=O)c2c(ncn2CC(=O)N/N=C/c2ccc(Br)s2)n(C)c1=O	-0.6	99.0	1.1	-0.5	2.8	-15.0	-1.6	2.5	1.5	-0.2
CC(=O)c1cccc(-c2ccnc3c2CC(C(=O)N2CCN(C)CC2)O3)c1 (stereo not given)	.	98.0	-1.6	3.5	10.4	-4.6	-0.7	1.0	8.6	-0.2
COc1ccc2c(ccc[n+]2[O-])c1	11.5	99.0	5.2	1.3	-19.7	10.9	-1.2	3.4	1.6	5.5
O=c1[nH]c2c(s1)C=Nc1ccccc1N2	-0.2	103.0	-18.6	-1.6	-50.3	2.7	0.5	-0.3	22.7	-44.6
Cn1c(-c2cc3ccc(OC(=O)C(C)(C)C)cc3oc2=O)nc2ccccc21	16.9	96.0	6.2	4.2	-146.0	17.0	0.0	-0.3	3.8	1.6
NC(=O)C1CCN(C(=O)c2cc3c(s2)CCCC3)CC1	2.1	94.0	6.8	4.1	-81.5	-9.1	1.6	-2.6	-2.9	6.9
